# Insulin prom up – MIN6 insulin promoter up-regulation. AID 1625. MIN6 insulin promoter-GFP reporter, high-content imaging; active compounds read high. z-score at 5 µM. 0.3% of 190,000 active;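 active = z-score above 3 at 5 µM with at least 500 cells counted in the well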
# Autophagy HCS – autophagy modulation, high-content screen. MEF GFP-LC3 puncta imaging; test concentration mostly 10 µM. 0.98% of 190,000 active. AID 463193. calls only at 10 µM (by protocol);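 active = percentage of spot-positive cells more than 3 SD above its plate mean, without a fluorescence outlier flag or 80% toxicity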;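 note: spot-positive cell cutoff set from DMSO-treated cells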
# WT yeast gro inh – growth inhibition of WT yeast, mitochondrial fusion screen. 2.1% of 190,000 active. mitochondrial fusion phenotypic screen, WT strain. inhibition, % at 10 µM. AID 1362; in the data active = inhibition above about 58%; tested in S. cerevisiae
# human PMI inhibition – MPI enzyme activity inhibition – biochemical, fluorescence intensity, coupled assay, primary screen (AID 1209); 0.42% of 190,000 active; purified PMI enzyme, coupled fluorescence intensity; higher % means a stronger effect; inhibition, % at 20 µM; hits with a dose series show IC50 in µM;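 note: plate controls were DMSO vehicle for no effect and wells lacking substrate for full effect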
# bCat nuc transl – beta-catenin nuclear translocation modulation; HeLa beta-catenin nuclear translocation, immunofluorescence imaging; nuclear translocation activity, % at 5 µM; 0.3% of 190,000 active; AID 1665;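 active = nuclear translocation activity above 50% at 5 µM, with a well cell count of 50 or more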;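 note: per-cell ratio of nuclear to cytoplasmic median beta-catenin stain intensity; plate controls were DMSO negative control for no effect and GSK-3 inhibitor IX positive control for full effect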
#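 test system = HeLa cells, endogenous beta-catenin | dosing = single 5 µM dose plus 0.02–20 µM confirmation series | times = compound treatment 24 h, 37°C, 5% CO2 | technique = beta-catenin immunofluorescence imaging with DAPI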
# Dynein cargo inh – blocks dynein driven cargo transport along microtubules; z-score, hits read low; 0.47% of 220,000 active; 3617.4 mouse cells, GR-EGFP nuclear translocation imaging; test concentration mostly 20 µM; stimulated with dexamethasone, 1 µM; active compounds read low;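 active = plate z-score of nuclear minus cytoplasmic receptor signal below a set negative limit, without overly bright fluorescence or cell loss, cut at about -3.5 in these data, passing the limit was not always enough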;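 note: z-score of nuclear minus cytoplasmic ring GR-EGFP intensity difference per well; some compounds called inactive have numbers as strong as hits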
#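 Buffer or medium – tet-free medium with charcoal-stripped serum · Signal – automated 10x imaging of fixed Hoechst-stained cells · Also added – dexamethasone agonist, 1.0 µM final, for 30 min · Incubation – induction 48 h, compound 1 h, agonist 30 min · Read-out – GR-EGFP nuclear translocation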
# MT stabilizer – microtubule stabilizers in HeLa cells; HeLa tubulin immunostaining HCS, 24 h; share of cells brighter than vehicle mean+2SD; % tubulin-high responders, % at 10 µM; 0.83% of 200,000 active; AID 2205;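 active = plate Z-score above 3 for both tubulin-high and condensed-nucleus cell shares, with cell loss under 80%, at 10 µM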;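 note: anti alpha tubulin signal scored within the nucleus-defined area of each cell; some results filed as inactive read as strong as hits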
# human PMI inhibitors – human PMI inhibitors, high substrate, primary screen, biochemical, fluorescence intensity, high mannose 6-phosphate (AID 1220) | 0.66% of 190,000 active | recombinant PMI enzyme, coupled fluorescence intensity; higher % means a stronger effect | one-dose inhibition, % at 20 µM; IC50 in µM for titrated hits
# Yfh1-depleted yeast – mitochondrial function rescue without frataxin homolog – Friedreich's ataxia, plus single-dose screen, dose response (AID 1465) | 0.074% of 220,000 active | fold induction at 50 µM, or EC50 in µM where a hit was titrated | S. cerevisiae Yfh1-off respiration, WST-1 reduction, 72 h; higher fold induction means a stronger effect;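 active = fold induction of absorbance versus untreated yeast above a set limit, then at least 30% activation at any dose in follow-up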;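 note: activators that raise dye reduction in frataxin-depleted yeast; strong numbers were not always called active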
# WT yeast gro inh mutant strain – also measured in WT yeast gro inh; calls as there; inhibition, %; mitochondrial fusion phenotypic screen, mutant strain inhibition
# Dynein cargo inh cytoplasmic EGFP – second read-out of Dynein cargo inh, no call of its own (marks repeat the call); z-score; measured here: cytoplasmic GR-EGFP intensity; active compounds read high
# Dynein cargo inh nuclear GR-EGFP – second read-out of Dynein cargo inh, no call of its own (marks repeat the call); z-score; measured here: nuclear GR-EGFP intensity;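 lower value marks the stronger effect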
# Dynein cargo inh cell count – second read-out of Dynein cargo inh, no call of its own (marks repeat the call); z-score; measured here: cell count per field
# Insulin prom up cell count – second read-out of Insulin prom up, no call of its own (marks repeat the call); cell count; measured here: cytotoxicity, nuclei count;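 total cells summed across four imaged fields per well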
# bCat nuc transl cell count 5 µM – recorded beside bCat nuc transl, whose call it bears; cell count; measured here: cell count, cytotoxicity flag
# MT stabilizer Hoechst-high % – further read-out of MT stabilizer, marked with its call; % Hoechst-high responders; measured here: nuclear condensation Hoechst responders;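 share of cells brighter than vehicle mean plus two SD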
# MT stabilizer cytotoxicity % – second read-out of MT stabilizer, no call of its own (marks repeat the call); toxicity, %; measured here: cytotoxicity by cell density;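 0% = mean cell density of plate MIN control wells and 100% = no cells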
# Autophagy HCS cell loss 18 h – also measured in Autophagy HCS; calls as there; toxicity, %; measured here: cell loss, nuclei count;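 cell loss after 18 h compound exposure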
# * marks the source's active call; other numbers are inactive results; i = inactive; · = not tested or not shown; + = active, no number. Cut-off read from the data, not from the text of the source, unless noted: active = inhibition above about 50%; inactive = the rest.
SMILES,Insulin prom up,Insulin prom up cell count,Autophagy HCS,Autophagy HCS cell loss 18 h,WT yeast gro inh,WT yeast gro inh mutant strain,human PMI inhibition,bCat nuc transl,bCat nuc transl cell count 5 µM,Dynein cargo inh,Dynein cargo inh cytoplasmic EGFP,Dynein cargo inh nuclear GR-EGFP,Dynein cargo inh cell count,MT stabilizer,MT stabilizer Hoechst-high %,MT stabilizer cytotoxicity %,human PMI inhibitors,Yfh1-depleted yeast
O=C(Nc1ccc(C(=O)OC[C@@H]2CCCN3CCCC[C@H]23)cc1)c1cccc(Br)c1,-0.77,1419,i,12,12,5,-6%,·,·,-0.037,-0.31,-0.2,0.45,3.7,2.3,6.0,1%,i
Cc1oc2c(C)c(O)ccc2c(=O)c1-c1nncn1-c1ccccc1,-0.13,1374,i,23,8,-2,-12%,0.3,1470,-0.64,0.063,0.048,1,5.1,0.8,21,7%,i
O=C(NC1CCCC1)C(c1ccc(F)cc1)N(C(=O)Cc1cccs1)c1ccc2c(c1)OCCO2 (stereo unspecified),·,·,i,-31,-2,-10,-5%,·,·,-0.14,-0.21,-0.36,0.83,3.9,1.8,3.8,-7%,i
O=C1c2ccccc2C(=O)N1CC1CCCO1 (stereo unspecified),-0.4,1300,i,-18,12,-4,6%,-0.5,1396,-1.1,-0.23,-1.1,0.79,2.8,1.5,0.5,4%,i
Cn1cnc2c1c(=O)n(CC(O)CO)c(=O)n2C (stereo unspecified),0.07,1242,i,-7,7,5,-8%,-1.0,1171,-0.43,-0.089,-0.27,1.5,1.8,1.6,7.9,-7%,i
Cc1ccc2c(c1)COc1c3ccc(C(=O)NC(C)C)cc3nn1-2,-0.59,886,·,·,·,·,·,0.6,1150,-1.1,-0.71,-0.35,0.28,·,·,·,·,i
COc1ccc(-n2c(SCc3ccc(C#N)cc3)nnc2-c2ccccn2)cc1,-0.41,1790,i,-10,7,26,3%,-0.1,1065,0.47,-0.27,0.63,0.14,1.6,1.5,2.4,8%,i
O=C(NCCCN1CCN(Cc2ccccc2)CC1)c1nnc(Cc2c(F)cccc2Cl)o1,-1.1,728,i,9,-4,7,-15%,-5.9,930,0.019,-0.32,0.23,0.17,4.7,3.7,7.0,0%,i
Cc1ccc(CNC(=O)CN(c2cccc([N+](=O)[O-])c2)S(C)(=O)=O)cc1,1.1,1355,i,-3,5,4,13%,-1.2,1134,-0.24,-0.32,0.033,-0.17,3.6,2.0,2.3,7%,i
S=C(NCC1CCCO1)Nc1ccc(Cl)cc1 (stereo unspecified),0.16,1290,i,9,10,13,-5%,-0.4,972,0.54,-0.25,0.31,0.08,1.2,2.3,7.5,-7%,i
Cc1cccc(NC(=O)CSc2nnc(-c3ccco3)n2CC2CCCO2)n1 (stereo unspecified),0.64,1394,i,-1,-3,-9,9%,-2.1,1025,-0.023,-0.12,0.17,-0.47,2.1,1.6,6.2,8%,i
Cc1ccccc1CN1C[C@@H]2C[C@@H](c3ccc4nsnc4c3)N3CCC[C@@]23C1=O,0.04,1381,+,25*,8,5,4%,-1.1,1148,1.5,1.7,0.91,-0.99,3.0,1.1,6.2,11%,i
N#CC1(c2ccccc2)CCCN1C(=O)c1ccccc1Br (stereo unspecified),-0.61,853,i,0,16,26,-10%,·,·,0.83,0.0083,0.15,0.2,1.7,2.3,9.6,-8%,i
O=c1c2ccccc2n2c(-c3cccc(F)c3)nnc2n1Cc1ccccc1,-0.11,1557,i,6,-10,-8,-4%,-0.9,1123,-1.1,-0.067,-0.76,-0.031,3.7,2.6,3.1,-12%,i
COc1ccc(-n2c3c(cc(C(=O)N4CCC(C)CC4)c2=O)C(=O)CC(C)(C)C3)cc1,1,910,i,7,2,4,4%,·,·,0.1,-0.16,0.25,-0.48,4.9,2.2,3.2,-6%,i
Cc1ccc(C(=O)COC(=O)c2cccc(NC(=O)c3ccc([N+](=O)[O-])cc3[N+](=O)[O-])c2)cc1,·,·,i,-4,-22,2,0%,·,·,0.6,-0.12,-0.5,0.35,34*,14*,22*,-12%,i
Cc1ccc(NS(=O)(=O)c2ccc(CCC(=O)NCc3cccnc3)cc2)cc1,-0.21,1556,i,20,5,6,2%,0.0,1516,-1.2,-0.29,-0.58,1.3,1.4,1.7,0.1,-3%,i
Cc1ccc2c(c1)N(CC(=O)NC1CCC(C)CC1)C(=O)CO2 (stereo unspecified),-0.24,1604,i,9,12,3,-2%,4.0,1314,-0.57,-0.28,-0.13,0.41,4.0,2.7,3.3,-3%,i
CCCn1c(SC2C(=O)CC(C)(C)CC2=O)nc2c1c(=O)n(C)c(=O)n2C,0.24,1318,i,34,-20,-11,-20%,-5.1,994,-0.18,-0.2,-0.06,0.24,1.4,1.5,8.9,-21%,i
O=C(Cn1cc(C(F)(F)F)ccc1=O)NC(c1ccccc1)c1ccccc1,0.35,1447,i,-42,-4,-20,4%,0.2,529,-0.49,-0.31,-0.54,0.4,1.7,2.3,8.5,8%,i
COc1cccc(CNC(=O)Cn2c(=O)oc3ccccc32)c1OC,-0.08,1758,·,·,4,3,0%,-2.9,1067,-0.36,-0.24,0.047,0.085,2.6,2.6,5.4,1%,i
Cc1ccc(NC(=O)/C=C/c2ccco2)nc1,-0.15,964,i,51,-4,6,5%,146*,394*,-0.17,-0.26,-0.4,-0.17,3.6,56,36,4%,i
Cc1cccc(NC(=O)COc2cccc3c2CCN(C)C3=O)c1C,-0.24,1250,i,12,6,-8,34%,-0.1,976,0.4,-0.27,0.11,-0.44,3.1,1.5,7.4,-4%,i
Cc1c(Br)c([N+](=O)[O-])nn1CC(=O)Nc1sc2c(c1C(=O)OC(C)C)CCC(C)C2 (stereo unspecified),-1.5,1402,i,17,5,8,-10%,-2.6,1129,0.64,-0.12,0.31,-0.75,7.1,2.0,3.6,-24%,i
CC(C)(Cl)C1Cc2cc3ccc(=O)oc3cc2O1 (stereo unspecified),·,·,i,14,36,22,6%,·,·,-0.51,-0.1,-0.53,0.88,0.4,1.7,3.8,-10%,i
SMILES,Insulin prom up,Insulin prom up cell count,Autophagy HCS,Autophagy HCS cell loss 18 h,WT yeast gro inh,WT yeast gro inh mutant strain,human PMI inhibition,bCat nuc transl,bCat nuc transl cell count 5 µM,Dynein cargo inh,Dynein cargo inh cytoplasmic EGFP,Dynein cargo inh nuclear GR-EGFP,Dynein cargo inh cell count,MT stabilizer,MT stabilizer Hoechst-high %,MT stabilizer cytotoxicity %,human PMI inhibitors,Yfh1-depleted yeast
O=C(NC1CC(=O)c2sccc21)c1ccc(Cl)cc1Cl (stereo unspecified),-0.25,1559,i,3,-2,10,-3%,2.9,810,-0.97,-0.2,0.022,0.12,2.2,2.0,8.3,-6%,i
COc1ccc(/C=N/N=C(\N)c2nonc2N)cc1,-0.39,1231,i,1,-25,10,-7%,-0.2,1040,1.1,-0.34,0.45,-1.1,4.9,3.2,3.7,-5%,i
CC(C)Cc1cc(C(=O)Nc2ccc3c(c2)OCO3)no1,-0.42,1939,i,9,-7,-20,11%,-0.5,1125,0.11,-0.16,0.17,-0.4,3.1,3.0,7.8,7%,i
O=C(CSc1nnc2ccccn12)N1CCOCC1,-0.22,1201,i,18,-10,8,4%,·,·,-0.0039,-0.26,0.39,-0.32,3.2,2.3,3.4,8%,i
CSc1nnc2c3ccccc3n(CCc3ccccc3)c2n1,·,·,i,19,15,-5,-1%,-7.6,1003,-1.3,-0.17,-0.32,0.29,2.0,1.2,5.3,-1%,i
C=CCc1ccc(OCCOCCOc2cccc3ccc(C)nc23)c(OC)c1,-0.81,1188,i,2,3,26,28%,-2.3,1353,-0.32,-0.23,-0.27,0.59,1.7,1.8,10,16%,i
CCc1ccc(N2C(=O)CN(Cc3cc(OC)c(OC)c(OC)c3)C2=S)cc1,·,·,i,4,-6,-4,11%,-1.2,959,-0.56,-0.27,-0.39,0.75,5.9,2.9,8.8,7%,i
Cc1nc(C(=O)Nc2ccccc2)sc1C1(C)CC(c2cccnc2)=NO1 (stereo unspecified),-0.18,934,·,·,·,·,·,0.9,1284,0.16,-0.81,0.13,-0.23,·,·,·,·,i
CC(NC(=O)Cn1c(NCCO)nc2ccccc21)C1CC2CCC1C2 (stereo unspecified),0.65,1301,i,11,4,2,-3%,0.5,1037,0.71,-0.23,-0.015,0.7,8.1,1.3,12,-7%,i
COc1ccccc1NC(=O)NC1(C(=O)N2CCCCCC2)CCCCC1,·,·,i,3,10,5,-5%,·,·,0.076,-0.19,0.035,0.18,6.0,1.9,2.8,-7%,i
CCOC(=O)C1=C(C)NC(=O)NC1c1cc(C)sc1C (stereo unspecified),·,·,i,-1,1,5,11%,·,·,-0.07,-0.19,-0.022,-0.14,2.2,1.4,6.5,5%,i
CCC(C)(C)n1nnnc1C(c1cc2cc(C)cc(C)c2[nH]c1=O)N1CCN(Cc2ccc3c(c2)OCO3)CC1 (stereo unspecified),·,·,+,29*,-1,4,13%,-5.9,1177,-0.35,-0.4,-0.16,0.42,10,2.2,0.5,9%,·
Oc1ccc(CNc2ccc(F)cc2)c2cccnc12,0.1,1221,i,9,11,33,36%,-5.4,985,-0.62,-0.1,0.063,0.31,3.2,2.1,2.3,31µM*,i

# Screening data as filed in PubChem.
